From PubChem
eLon inh: inhibits E. coli Lon protease; P0A9M0; purified E. coli Lon protease, fluorescence polarization; inhibition, % at 7.94 µM; 360,000 compounds, 0.42% hits; in the data active = inhibition above about 13%, passing the limit was not always enough;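 note: 0% = enzyme with probe and DMSO and 100% = no enzyme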
MLLE-PAM2 inh: blocks PAM2 peptide binding to the PABP1 MLLE domain | GST-MLLE / FITC-PAM2 fluorescence polarization | inhibition, % at 20 µM | 360,000 compounds, 0.36% hits | AID 588489; in the data active = inhibition above about 35%, passing the limit was not always enough;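 note: plate controls were DMSO wells with GST-MLLE for no effect and wells lacking GST-MLLE protein for full effect; some results filed as inactive read as strong as hits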
Neddylation inh: blocks human cullin neddylation; TR-FRET cullin neddylation, biochemical; calls only at 25 µM; 360,000 compounds, 0.58% hits; AID 651699; in the data active = inhibition above about 36%
Target sequence (P61081 whole entry, looked up): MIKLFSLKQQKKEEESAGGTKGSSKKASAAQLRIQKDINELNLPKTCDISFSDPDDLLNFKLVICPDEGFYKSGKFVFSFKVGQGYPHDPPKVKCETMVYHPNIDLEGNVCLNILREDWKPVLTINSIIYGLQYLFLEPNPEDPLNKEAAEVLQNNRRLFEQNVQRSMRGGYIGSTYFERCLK
Target sequence (Q13564 whole entry, looked up): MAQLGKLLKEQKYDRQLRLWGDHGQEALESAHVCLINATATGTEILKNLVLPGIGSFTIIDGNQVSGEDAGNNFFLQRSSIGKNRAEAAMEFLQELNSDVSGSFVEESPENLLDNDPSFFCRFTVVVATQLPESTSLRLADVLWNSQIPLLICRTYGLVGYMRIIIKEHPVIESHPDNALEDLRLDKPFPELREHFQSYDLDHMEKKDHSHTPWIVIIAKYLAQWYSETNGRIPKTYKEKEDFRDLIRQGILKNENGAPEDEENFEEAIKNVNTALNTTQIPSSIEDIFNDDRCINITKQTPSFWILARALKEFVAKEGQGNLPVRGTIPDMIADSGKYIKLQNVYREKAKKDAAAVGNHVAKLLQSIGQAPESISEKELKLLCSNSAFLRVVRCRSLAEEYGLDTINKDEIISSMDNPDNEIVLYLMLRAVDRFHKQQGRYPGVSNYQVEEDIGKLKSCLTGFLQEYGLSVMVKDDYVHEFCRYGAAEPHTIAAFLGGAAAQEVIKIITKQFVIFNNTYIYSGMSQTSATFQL
SKN-1 block: inhibitors of C. elegans SKN-1; C. elegans VP596 Pgst-4::GFP/RFP ratio, acrylamide-induced, 24 h; inhibition, % at 21.8 µM; 360,000 compounds, 0.49% hits; AID 624304;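 active = interference check ratio from 0.5 to 1.5 plus GFP to RFP signal ratio inhibition reaching or exceeding a fixed threshold, cut at about 30% in these data, passing the limit was not always enough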; note: some compounds called inactive have numbers as strong as hits
bovine MsrA act: bovine methionine sulfoxide reductase A activation | purified bovine MsrA, absorbance read-out | activation, % at 10.6 µM | 360,000 compounds, 0.3% hits | AID 602163; in the data active = activation above about 7.5%;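 note: 0% = vehicle and 100% = reference activator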
FAS TE block: blocks the thioesterase domain of human fatty acid synthase; inhibition, % at 15 µM; AID 602261; recombinant FAS-TE, OMFH fluorogenic substrate, fluorescence endpoint; 360,000 compounds, 0.67% hits; P49327;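 active = compounds whose normalised, plate-corrected inhibition of enzyme fluorescence in the single-dose primary screen is 50% or more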;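 note: 0% = DMSO with enzyme and 100% = substrate without enzyme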
MT1-MMP act inh: blocks activation of human MT1-MMP. P50281. HT1080 RFP-PRO-GFP cells, GFP/RFP ratio fluorescence, overnight; percent of plate control window, DMSO zero. GFP/RFP ratio change, % at 20 µM. 360,000 compounds, 0.061% hits. AID 651647;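 active = GFP/RFP ratio change of at least 30% with cell ATP level not reduced by more than half and red fluorescence within 50% of control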; note: strong numbers were not always called active
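Assay system: RFP-PRO-GFP reporter HT1080 cells; read-out basis: GFP/RFP fluorescence ratio; benchmarks: DMSO wells and RFP-L50D-GFP cells; doses: 20 µM single dose, 1% DMSO; schedule: overnight cell settling, then overnight compound exposure, 37 °C, 5% CO2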
NRP1-CendR mod: alters CendR peptide binding to human NRP-1. FAM-RPARPAR peptide binding to NRP-1, fluorescence polarization. inhibition, % at 25 µM. 360,000 compounds, 0.85% hits. AID 602438;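 active = inhibition or corrected inhibition above about 18%, plus a signal ratio from 0.5 to 1.5, limit read from the data, passing the limit was not always enough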; note: strong numbers were not always called active
Rin1 Abl inh: human Rin1-Abl interaction inhibition | TR-FRET Rin1/Abl binding, biochemical | inhibition, % at 7.35 µM | 360,000 compounds, 0.4% hits | AID 588664 | P00519+Q13671; in the data active = inhibition above about 5%, passing the limit was not always enough
* hit, by the source's call.

Preview (2 entries):
`COc1cc(-c2nc3c(c(C)nn3-c3ccccc3)c3cc(OC)c(OC)cc23)ccc1O` gave eLon inh -1.1, MLLE-PAM2 inh -1.9, Neddylation inh inactive, SKN-1 block -5.0, bovine MsrA act -3.7, FAS TE block 24.6, MT1-MMP act inh -5.4, NRP1-CendR mod 7.1 and Rin1 Abl inh -0.9.
O=C(Cc1c(F)cccc1Cl)Nc1ccccc1N1CCCCC1 was read as eLon inh -8.0, MLLE-PAM2 inh -1.6, Neddylation inh inactive, SKN-1 block 4.4, bovine MsrA act -9.4, FAS TE block 18.0, MT1-MMP act inh -5.7, NRP1-CendR mod 7.2 and Rin1 Abl inh 0.2.

The list itself, from the start:
`COc1cc(-c2nc3c(c(C)nn3-c3ccccc3)c3cc(OC)c(OC)cc23)ccc1O` gave eLon inh -1.1, MLLE-PAM2 inh -1.9, Neddylation inh inactive, SKN-1 block -5.0, bovine MsrA act -3.7, FAS TE block 24.6, MT1-MMP act inh -5.4, NRP1-CendR mod 7.1 and Rin1 Abl inh -0.9.
O=C(Cc1c(F)cccc1Cl)Nc1ccccc1N1CCCCC1 was read as eLon inh -8.0, MLLE-PAM2 inh -1.6, Neddylation inh inactive, SKN-1 block 4.4, bovine MsrA act -9.4, FAS TE block 18.0, MT1-MMP act inh -5.7, NRP1-CendR mod 7.2 and Rin1 Abl inh 0.2.
Screening COc1ccc(-n2c(C)nn(CC3CC3)c2=O)cc1 returned eLon inh -12.2, MLLE-PAM2 inh 5.5, Neddylation inh inactive, SKN-1 block -3.9, bovine MsrA act -6.2, FAS TE block -5.0, MT1-MMP act inh -4.0, NRP1-CendR mod -1.0 and Rin1 Abl inh -0.7.
COc1ccc(-c2noc(-c3ccc(Br)o3)n2)cc1OC was read as eLon inh 2.5, MLLE-PAM2 inh 5.6, Neddylation inh inactive, SKN-1 block 19.8, bovine MsrA act -1.0, FAS TE block -2.5, MT1-MMP act inh 9.4, NRP1-CendR mod 5.5 and Rin1 Abl inh -2.9.
For Cc1cn([C@H]2C[C@H](O)[C@@H](/C=C/C(=O)NCc3ccc(N(C)C)cc3)O2)c(=O)[nH]c1=O the results were eLon inh -8.5, MLLE-PAM2 inh 8.2, Neddylation inh inactive, SKN-1 block 1.4, bovine MsrA act -3.2, FAS TE block -4.3, MT1-MMP act inh 4.2, NRP1-CendR mod 9.2 and Rin1 Abl inh 1.0.
`CC(=O)c1ccc(N2CCN(C(=O)C3CCC3)CC2)cc1` gave eLon inh 0.9, MLLE-PAM2 inh 1.2, Neddylation inh inactive, SKN-1 block -15.5, bovine MsrA act -3.8, FAS TE block -6.1, MT1-MMP act inh 5.7, NRP1-CendR mod -2.3 and Rin1 Abl inh 0.1.
Screening Cc1cccc(OCCCC(=O)NCCc2ccccc2)c1 returned eLon inh 11.1, MLLE-PAM2 inh -0.7, Neddylation inh inactive, SKN-1 block -8.9, bovine MsrA act -3.0, FAS TE block -3.6, MT1-MMP act inh -4.8, NRP1-CendR mod -2.8 and Rin1 Abl inh 0.3.
`COc1ccc(C(C[N+](=O)[O-])c2c(C)[nH]c3ccccc23)cc1OC` (stereo not drawn) gave eLon inh -7.3, MLLE-PAM2 inh 6.0, Neddylation inh inactive, SKN-1 block 1.0, bovine MsrA act -9.9, FAS TE block 6.9, MT1-MMP act inh -1.7, NRP1-CendR mod 8.1 and Rin1 Abl inh -0.8.
`CCNc1nn2ccccc2c1/C=C(\C#N)C(=O)OCC` gave eLon inh 4.1, MLLE-PAM2 inh 11.4, Neddylation inh inactive, SKN-1 block -24.0, bovine MsrA act -0.5, FAS TE block -1.2, MT1-MMP act inh -3.1, NRP1-CendR mod -15.0 and Rin1 Abl inh -0.5.
CCOC(=O)C(C)n1cnc2sc3c(c2c1=O)CCC3 (stereo not drawn) was read as eLon inh -1.9, MLLE-PAM2 inh -9.2, Neddylation inh inactive, SKN-1 block 4.1, bovine MsrA act -1.4, FAS TE block -6.1, MT1-MMP act inh 0.2, NRP1-CendR mod -9.8 and Rin1 Abl inh 0.1.
For CC/C(=N/NC(=O)c1ccc(Br)cc1)c1ccc(OCCN2CCOCC2)cc1 the results were eLon inh -5.0, MLLE-PAM2 inh -9.1, Neddylation inh inactive, SKN-1 block 11.0, bovine MsrA act -4.0, FAS TE block -7.8, MT1-MMP act inh 2.6, NRP1-CendR mod 7.8 and Rin1 Abl inh -4.0.
`O=C(Nc1cc(C(=O)N2CCOCC2)ccc1N1CCCC1)c1cccs1` gave eLon inh -1.5, MLLE-PAM2 inh 16.3, Neddylation inh inactive, SKN-1 block 4.2, bovine MsrA act -1.1, FAS TE block -8.8, MT1-MMP act inh -1.9, NRP1-CendR mod 6.5 and Rin1 Abl inh -0.5.
Screening COc1cccc(Nc2nc(C(N)Cc3ccccc3)cs2)n1 (stereo not drawn) returned eLon inh 0.6, MLLE-PAM2 inh -5.8, Neddylation inh inactive, SKN-1 block 18.4, bovine MsrA act 1.0, FAS TE block 3.1, MT1-MMP act inh -1.5, NRP1-CendR mod -4.3 and Rin1 Abl inh -2.2.
O=C1[C@H]2[C@@H](c3ccccc3)N[C@]3(CCCN(CC4CCCCC4)C3=O)[C@H]2C(=O)N1Cc1ccccc1 was read as eLon inh 10.1, MLLE-PAM2 inh 17.8, Neddylation inh inactive, SKN-1 block 3.4, bovine MsrA act -2.0, FAS TE block 16.7, MT1-MMP act inh -2.9, NRP1-CendR mod 12.3 and Rin1 Abl inh -4.2.
Screening Cc1ccccc1C(=O)N1CCC(C(=O)Nc2cccc(S(=O)(=O)N3CCCCC3)c2)CC1 returned eLon inh -4.7, MLLE-PAM2 inh -8.3, Neddylation inh inactive, SKN-1 block 13.7, bovine MsrA act 1.2, FAS TE block 3.5, MT1-MMP act inh -2.3, NRP1-CendR mod 1.8 and Rin1 Abl inh 0.8.
Screening CCN(CC)C(=O)Cc1cn(C)c2ccccc12 returned eLon inh 1.2, MLLE-PAM2 inh 7.4, Neddylation inh inactive, SKN-1 block -1.0, bovine MsrA act -4.8, FAS TE block -3.3, MT1-MMP act inh 3.1, NRP1-CendR mod 15.0 and Rin1 Abl inh 1.3.
Screening Cc1ccc(NC(=O)c2nccnc2C(=O)O)cc1C returned eLon inh 10.8, MLLE-PAM2 inh -9.1, Neddylation inh inactive, SKN-1 block 5.3, bovine MsrA act -1.7, FAS TE block -7.7, MT1-MMP act inh 0.8, NRP1-CendR mod -13.6 and Rin1 Abl inh 0.5.
CCC(=O)NCc1csc(-c2cccs2)n1 was read as eLon inh 4.4, MLLE-PAM2 inh -8.2, Neddylation inh inactive, SKN-1 block -8.6, bovine MsrA act -8.0, FAS TE block -3.1, MT1-MMP act inh 5.4, NRP1-CendR mod 15.7 and Rin1 Abl inh 0.9.
Screening O=C(COc1ccccc1F)NNC(=O)c1ccc(N2CCCCC2)c([N+](=O)[O-])c1 returned eLon inh 6.8, MLLE-PAM2 inh 9.2, Neddylation inh inactive, SKN-1 block 5.8, bovine MsrA act 2.1, FAS TE block 4.2, MT1-MMP act inh 1.8, NRP1-CendR mod 7.0 and Rin1 Abl inh -2.0.
Cc1ccc(S(=O)(=O)CCC(=O)OCC(=O)Nc2cc(F)ccc2C)cc1 was read as eLon inh -0.6, MLLE-PAM2 inh -6.3, Neddylation inh inactive, SKN-1 block -1.7, bovine MsrA act 1.0, FAS TE block -0.7, MT1-MMP act inh -2.0, NRP1-CendR mod 6.5 and Rin1 Abl inh -1.4.
Screening CCOC(=O)C(=CNc1cccc(C)c1C)C(=O)OCC returned eLon inh -4.7, MLLE-PAM2 inh -5.2, Neddylation inh inactive, SKN-1 block 4.8, bovine MsrA act -1.6, FAS TE block 6.6, MT1-MMP act inh 6.0, NRP1-CendR mod -10.2 and Rin1 Abl inh 0.7.
Screening CCCCNC(=O)c1cc(-c2ccc(F)cc2)on1 returned eLon inh -10.2, MLLE-PAM2 inh 7.2, Neddylation inh inactive, SKN-1 block 23.8, bovine MsrA act -3.4, FAS TE block -0.6, MT1-MMP act inh 3.3, NRP1-CendR mod 0.1 and Rin1 Abl inh 0.4.
C1CCC(NC2=NCCO2)CC1 was read as eLon inh -3.7, MLLE-PAM2 inh -4.4, Neddylation inh inactive, SKN-1 block -4.0, bovine MsrA act -4.4, FAS TE block -8.6, MT1-MMP act inh -4.0, NRP1-CendR mod 1.4 and Rin1 Abl inh 0.1.
`C=CCn1c(=O)/c(=C/c2ccc(Cl)cc2)s/c1=C(\C#N)c1nnc2n1CCCCC2` gave eLon inh -5.3, MLLE-PAM2 inh -12.1, Neddylation inh inactive, SKN-1 block 10.2, bovine MsrA act -3.5, FAS TE block 39.9, MT1-MMP act inh 2.6, NRP1-CendR mod 1.4 and Rin1 Abl inh 0.5.
`CC(=O)N(CCS(=O)(=O)c1ccc(Cl)cc1)Cc1cccs1` gave eLon inh -1.1, MLLE-PAM2 inh -2.4, Neddylation inh inactive, SKN-1 block -11.9, bovine MsrA act -5.4, FAS TE block -1.1, MT1-MMP act inh 1.6, NRP1-CendR mod 9.0 and Rin1 Abl inh -1.5.
`O=C(c1ccc(C(F)(F)F)cc1)N1CCC(=O)N([C@H](COCc2ccc(C(F)(F)F)cc2)Cc2ccccc2)CC1` gave eLon inh 10.6, Neddylation inh inactive, SKN-1 block 2.6, bovine MsrA act 0.8, FAS TE block 24.9, MT1-MMP act inh -6.6 and NRP1-CendR mod -12.3.
For Cc1cccc(NC(=O)CSc2nc(=O)n(CCCN3CCOCC3)c3c2CCCC3)c1C the results were eLon inh -5.0, MLLE-PAM2 inh -0.2, Neddylation inh inactive, SKN-1 block 16.2, bovine MsrA act -1.6, FAS TE block -6.1, MT1-MMP act inh 2.3, NRP1-CendR mod -5.7 and Rin1 Abl inh -2.2.
`CC1CC(C)CN(c2ncnc3c2cnn3C)C1` (stereo not drawn) gave eLon inh -0.8, MLLE-PAM2 inh 7.2, Neddylation inh inactive, SKN-1 block 6.3, bovine MsrA act -4.3, FAS TE block 5.5, MT1-MMP act inh -2.4, NRP1-CendR mod -7.7 and Rin1 Abl inh 1.1.
NCC12CC3CC(C1)CC(c1ccc(Br)cc1)(C3)C2 was read as eLon inh -3.7, MLLE-PAM2 inh 1.9, Neddylation inh inactive, SKN-1 block 6.1, bovine MsrA act -11.1, FAS TE block -29.3, MT1-MMP act inh -30.9, NRP1-CendR mod 2.6 and Rin1 Abl inh 4.7.
CCS(=O)(=O)NCc1cn2ccsc2n1 was read as eLon inh -3.8, MLLE-PAM2 inh 4.6, Neddylation inh inactive, SKN-1 block -7.5, bovine MsrA act 0.8, FAS TE block -3.6, MT1-MMP act inh -1.2, NRP1-CendR mod -3.6 and Rin1 Abl inh 0.0.
`Clc1ccc(OCc2nnc(-c3ccccc3Br)o2)cc1` gave eLon inh -5.9, MLLE-PAM2 inh -12.9, Neddylation inh inactive, SKN-1 block 29.6, bovine MsrA act -5.8, FAS TE block 22.6, MT1-MMP act inh -3.5, NRP1-CendR mod -10.3 and Rin1 Abl inh -0.8.
For CC(=O)c1cccc(NC(=O)COc2ccc(S(=O)(=O)N3CCOCC3)cc2)c1 the results were eLon inh 6.7, MLLE-PAM2 inh -2.6, Neddylation inh inactive, SKN-1 block -2.2, bovine MsrA act -3.2, FAS TE block -6.5, MT1-MMP act inh -1.2, NRP1-CendR mod 13.0 and Rin1 Abl inh -1.5.
Screening CCSC1C(=O)N(C)C(SCC)C(=O)N1C (stereo not drawn) returned eLon inh -10.7, MLLE-PAM2 inh 1.5, Neddylation inh inactive, SKN-1 block 14.2, bovine MsrA act -14.0, FAS TE block -5.1, MT1-MMP act inh -3.8, NRP1-CendR mod -4.4 and Rin1 Abl inh 1.1.
Screening CC(=C/c1ccccc1)/C=N/n1c(-c2ccncc2)n[nH]c1=S returned eLon inh 5.5, MLLE-PAM2 inh -5.9, Neddylation inh inactive, SKN-1 block 7.9, bovine MsrA act 2.1, FAS TE block -2.7, MT1-MMP act inh -21.2, NRP1-CendR mod 17.7 and Rin1 Abl inh -2.1.

Not a hit list; any-hit rate near 4%.
